KDM4C inh: inhibitors of GASC-1 (KDM4C) histone demethylase, primary screen, biochemical, single concentration HTS. Lysine-specific demethylase 4C (Homo sapiens), Q9H3R0. GST-KDM4C 2-372, H3K9me3 peptide, LANCE TR-FRET. inhibition, % at 12.5 µM. AID 720574, 2013. actives 0.15% (n = 96,000);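 active = mean replicate inhibition above about 25%, with at least 55% of replicates also reaching it, limit read from the data, passing the limit was not always enough; inconclusive = only one of those two conditions met; inactive = neither condition met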
Target sequence (Q9H3R0 2-372 limits assumed): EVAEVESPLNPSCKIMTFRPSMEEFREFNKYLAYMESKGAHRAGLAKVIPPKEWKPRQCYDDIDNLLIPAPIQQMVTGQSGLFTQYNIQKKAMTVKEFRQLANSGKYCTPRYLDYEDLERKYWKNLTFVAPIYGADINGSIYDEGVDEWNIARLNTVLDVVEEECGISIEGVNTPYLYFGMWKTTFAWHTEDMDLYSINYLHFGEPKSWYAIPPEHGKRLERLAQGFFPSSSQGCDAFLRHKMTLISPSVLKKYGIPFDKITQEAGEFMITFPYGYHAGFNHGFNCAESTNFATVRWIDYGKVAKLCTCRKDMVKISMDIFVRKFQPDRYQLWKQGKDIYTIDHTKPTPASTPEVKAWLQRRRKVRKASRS
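reagent = H3K9me3 peptide substrate, Fe(II), 2-oxoglutarate | system = GST-tagged GASC-1 (JMJD2C) catalytic fragment, aa 2-372 | amount = enzyme final amount 10 nM | read-out = Fall in 671/618 emission ratio as inhibition | medium = HEPES buffer, pH 7.5, plus ascorbate | schedule = 30 min reaction, 60 min detection, RT | measured by = LANCE TR-FRET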
C diff HTS: C. difficile growth inhibitors, primary screen, HTS | Clostridium difficile clinical isolate growth, OD600, 24 h; hits give low values | growth activity, negative = inhibition, % at 16 µg/mL (by protocol) | actives 0.25% (n = 86,000) | AID 1259249, 2017;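 active = mean growth activity at or below -80% and every replicate also at or below -80%; inconclusive = mean at or below -80% but some replicate above -80%; inactive = mean growth activity above -80%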;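 also: 0% = DMSO wells and -100% = levofloxacin 16 µg/mL wells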
Tcruzi prolif: T. cruzi intracellular proliferation inhibitors, primary screen, cell-based, beta-gal Tulahuen parasites, NIH3T3 host, luminescence; T. cruzi beta-gal in NIH3T3, GalScreen luminescence, 90 h; inhibition, % at 8.34 µM; actives 5.9% (n = 77,000);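 active = mean inhibition above about 93%, with at least 55% of replicates each passing it, limit read from the data, passing the limit was not always enough; inconclusive = only one of those two conditions holds; inactive = neither condition holds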
Pf Dd2 growth: P. falciparum Dd2 growth inhibitors, primary screen, SYBR Green fluorescence, single dose replicates. 72 h; hits give low values. activity change, % at 10 µM. actives 2.3% (n = 94,000). AID 1159554, 2015; in the data active = activity change below about -80%; inconclusive = no clear call, values can overlap the other calls
* marks the source's active call; other numbers are inactive results; u = inconclusive; x = no result given; & = joins results of further samples.

SMILES	KDM4C inh	C diff HTS	Tcruzi prolif	Pf Dd2 growth
C[C@@H]1CN([C@@H](C)CO)C(=O)c2cc(NS(=O)(=O)c3ccc(F)cc3)ccc2O[C@@H](C)CCCCO[C@@H]1CN(C)C	-0.2	-0.2	93.3	-29.7
CC=Cc1ccc2n(c1=O)C[C@H]1[C@H](CO)[C@@H](C(=O)NCCc3cn(C)cn3)N(C(=O)C3CCC3)[C@@H]21 (mixture of isomers)	-1.3	13.6	43.5	x
COc1cccc(NC(=O)C[C@H]2CC[C@@H]3[C@@H](COc4ccc(NC(=O)C5CCCC5)cc4C(=O)N3C)O2)c1	-1.5	-4.4	x	-31.4
C[C@H]1CN([C@@H](C)CO)C(=O)Cc2cc(NC(=O)Nc3ccc4c(c3)OCO4)ccc2O[C@H]1CN(C)C(=O)NC1CCCCC1	0.1	-3.0	20.8	9.0
CO[C@@H]1CN(C)C(=O)c2cc(NS(=O)(=O)c3ccc(Cl)cc3)ccc2OC[C@H](C)NC[C@@H]1C	-1.3	x	-10.6	13.4
CC(C)NC(=O)Nc1ccc2c(c1)C(=O)N([C@H](C)CO)C[C@H](C)[C@@H](CN(C)C(=O)Nc1cccc3ccccc13)OCCCC[C@H](C)O2	-2.0	-18.3	-58.1	-44.2
CC(C)NC(=O)N1C[C@@H]2[C@H](c3ccccc31)[C@@H](CO)N2C(=O)Nc1ccc(F)cc1	5.4	3.0	-4.0	11.1
CC(C)C#Cc1ccc([C@@H]2[C@@H](CO)N3CCCCN(C(=O)Nc4ccccc4)C[C@@H]23)cc1	1.9	35.1	106.2*	19.3
C[C@@H]1CN([C@H](C)CO)C(=O)c2cc(NC(=O)Nc3ccccc3)ccc2O[C@H]1CN(C)S(=O)(=O)c1cn(C)cn1	-0.7	-0.3	-18.0	-3.4
C[C@H]1CN([C@@H](C)CO)C(=O)c2cccc(NS(=O)(=O)c3cccs3)c2O[C@H]1CN(C)S(C)(=O)=O	-1.6	-1.0	36.7	2.0
O=C(NC1CCCCC1)N1CC(=O)N2[C@H](CO)[C@H](c3ccc(-c4cccc(F)c4)cc3)[C@@H]2C1	-0.2	-10.9	x	-8.3
COc1ccc(-c2ccccc2[C@@H]2[C@@H](CO)N(C(=O)C3CC3)[C@H]2C#N)cc1	-0.1	2.7	x	10.7
O=C(NCC[C@@H]1CC[C@@H](NS(=O)(=O)c2cccc(F)c2)[C@H](CO)O1)c1cnccn1	0.9	-3.3	-7.6	4.7
COc1ccc(S(=O)(=O)Nc2ccc3c(c2)C(=O)N([C@@H](C)CO)C[C@H](C)[C@H](CN(C)C(=O)NC(C)C)O3)cc1	2.2	0.7	109.0*	3.5
C[C@H]1CN([C@@H](C)CO)C(=O)c2cccc(NC(=O)CCCCCC(=O)Nc3ccccc3N)c2O[C@H]1CN(C)S(=O)(=O)c1ccc(F)cc1	-1.4	-1.8	x	u
O=C(c1ccccc1F)N1C[C@@H]2O[C@H](CNS(=O)(=O)c3ccccc3)CC[C@@H]21	x	6.0	x	12.0
CN(C)C(=O)C[C@H]1CC[C@@H](NC(=O)NC2CCCCC2)[C@H](CO)O1	0.7	-0.6	x	-4.5
C/C=C/c1ccc([C@H]2[C@@H](CO)N(CCC(F)(F)F)C23CN(C(C)=O)C3)cc1	9.0	-3.9	x	-16.0
Cc1ccccc1S(=O)(=O)N(C)C[C@H]1OCc2cnnn2CCCC(=O)N([C@@H](C)CO)C[C@H]1C	0.0	x	-9.7&-8.8	-22.3&5.4
COc1ccc(NC(=O)Nc2ccc3c(c2)C(=O)N([C@@H](C)CO)C[C@H](C)[C@@H](CN(C)S(=O)(=O)c2cn(C)cn2)O3)cc1	-1.3	-3.8	49.3	7.6
C[C@H](CO)N1C[C@H](C)[C@@H](CN(C)C)Oc2ccc(NC(=O)c3ccncc3)cc2C1=O	0.9	2.7	43.4	20.9
C[C@H]1CN([C@@H](C)CO)S(=O)(=O)c2ccc(C#CCN(C)C)cc2O[C@H]1CN(C)C(=O)CC1CC1	6.7	2.4	u	3.2
O=C(N[C@H]1CC[C@H](CCNS(=O)(=O)c2ccc(F)cc2)O[C@H]1CO)c1cccnc1	0.5	7.8	14.1	30.5
O=S(=O)(c1ccccc1F)N1CCCCN2[C@H](CO)[C@H](c3ccc(-c4cncnc4)cc3)[C@@H]2C1	1.5	-4.4	68.8	37.3
COc1ccc(-c2cnc3c(c2)C(=O)N([C@@H](C)CO)C[C@H](C)[C@@H](CN(C)Cc2ccccc2)O3)cc1	0.6	3.1	83.3	-16.1
CCCNC(=O)N(C)C[C@@H]1Oc2ncc(C#C[C@H](C)O)cc2C(=O)N([C@@H](C)CO)C[C@@H]1C	-0.2	-3.4	11.2	21.6
CO[C@@H]1CN(C)C(=O)c2cc(NS(=O)(=O)CC(F)(F)F)ccc2OC[C@H](C)N(Cc2ccccn2)C[C@H]1C	-0.7	x	51.5	8.7
COc1ccccc1C(=O)Nc1ccc2c(c1)OC[C@@H](C)N(C(C)=O)C[C@H](C)[C@@H](OC)CN(C)C2=O	0.9	x	21.3	-19.7
C[C@H]1CN([C@@H](C)CO)C(=O)c2cc(NC(=O)CCN3CCOCC3)ccc2O[C@@H]1CN(C)C(=O)Nc1cccc2ccccc12	0.4	-5.1	-79.0	-3.3
N#C[C@@H]1[C@@H](c2ccc(-c3cccc(F)c3)cc2)[C@H](CO)N1C(=O)NC1CCCC1	-1.5	5.4	97.3*	-61.5
C[C@@H]1CN([C@@H](C)CO)C(=O)Cc2cc(NC(=O)CCCCCC(=O)Nc3ccccc3N)ccc2O[C@@H]1CN(C)C(=O)NC1CCCCC1	0.8	-4.9	17.3	17.8
C[C@H]1CN([C@@H](C)CO)C(=O)c2cc(-c3cccnc3)cnc2O[C@H]1CN(C)Cc1ccc(-c2ccccc2)cc1	-1.8	-1.1	x	-13.6
Cc1ccccc1S(=O)(=O)N1[C@@H](C#N)[C@@H](c2ccc(-c3ccc(F)cc3)cc2)[C@@H]1CO	-2.6	10.9	106.8*	-13.2
C[C@@H]1CN([C@@H](C)CO)C(=O)c2cc(NC(=O)CCCN(C)C)ccc2O[C@@H]1CN(C)C(=O)Nc1cccc2ccccc12	2.3	-2.7	23.1	3.6
C[C@H]1CN([C@@H](C)CO)C(=O)c2cc(-c3cccc(F)c3)cnc2O[C@H]1CN(C)C(=O)c1cccc(F)c1	-4.8	-3.1	100.0	-16.5
C[C@@H]1CN([C@@H](C)CO)C(=O)Cc2cc(NS(C)(=O)=O)ccc2O[C@@H]1CN(C)Cc1ccc(-c2ccccc2)cc1	-1.4	-19.3	14.8	4.2
CN1C(=O)c2cc(NC(=O)C3CCCC3)ccc2OC[C@@H]2O[C@H](CC(=O)NCCc3ccncc3)CC[C@@H]21	-0.5	9.2	x	-5.3
C[C@H]1CN([C@@H](C)CO)C(=O)Cc2cc(NC(=O)C3CCCCC3)ccc2O[C@@H]1CN(C)Cc1ccc(Oc2ccccc2)cc1	0.0	21.5	94.8	-39.9
C[C@@H]1CN([C@H](C)CO)C(=O)Cc2cc(NC(=O)Cc3cn(C)c4ccccc34)ccc2O[C@@H]1CN(C)S(=O)(=O)c1ccc(Cl)cc1	0.2	x	73.8	-3.7
COc1ccc(C#Cc2cnc3c(c2)C(=O)N([C@H](C)CO)C[C@H](C)[C@H](CN(C)C(=O)Nc2ccc4c(c2)OCO4)O3)cc1OC	1.0	4.7	x	-54.0
CCCNC(=O)N1C[C@@H](C)[C@@H](OC)CN(C)C(=O)c2cc(NC(C)=O)ccc2OC[C@H]1C	0.6	3.8	-24.1	20.2
CCCN1C[C@H](C)[C@@H](OC)CN(C)C(=O)c2ccc(NC(=O)c3ccccc3)cc2OC[C@@H]1C	0.5	-17.4	x	-58.4
C[C@@H]1CCCCO[C@@H](CN(C)Cc2ccc(C(F)(F)F)cc2)[C@@H](C)CN([C@@H](C)CO)C(=O)c2cc(NC(=O)Nc3ccc(C(F)(F)F)cc3)ccc2O1	11.3	6.9	87.5	-24.3
C[C@@H]1CN([C@@H](C)CO)S(=O)(=O)c2ccc(-c3cncnc3)cc2O[C@@H]1CN(C)C(=O)c1cccc(F)c1	-0.2	x	x	22.4
CO[C@@H]1CC[C@@H]2CCN(C)C(=O)CCCN(C)C(=O)c3cccc(C#N)c3OC[C@@H]1O2	0.0	-6.0	-7.2	x

5 structures out of the list, sorted by formula weight, descending.
SMILES	KDM4C inh	C diff HTS	Tcruzi prolif	Pf Dd2 growth
C[C@@H]1CN([C@@H](C)CO)C(=O)Cc2cc(NC(=O)CCCCCC(=O)Nc3ccccc3N)ccc2O[C@@H]1CN(C)C(=O)NC1CCCCC1	0.8	-4.9	17.3	17.8
CN1C(=O)c2cc(NC(=O)C3CCCC3)ccc2OC[C@@H]2O[C@H](CC(=O)NCCc3ccncc3)CC[C@@H]21	-0.5	9.2	x	-5.3
CCCN1C[C@H](C)[C@@H](OC)CN(C)C(=O)c2ccc(NC(=O)c3ccccc3)cc2OC[C@@H]1C	0.5	-17.4	x	-58.4
CCCNC(=O)N1C[C@@H](C)[C@@H](OC)CN(C)C(=O)c2cc(NC(C)=O)ccc2OC[C@H]1C	0.6	3.8	-24.1	20.2
Cc1ccccc1S(=O)(=O)N1[C@@H](C#N)[C@@H](c2ccc(-c3ccc(F)cc3)cc2)[C@@H]1CO	-2.6	10.9	106.8*	-13.2

(list continues)
SMILES	KDM4C inh	C diff HTS	Tcruzi prolif	Pf Dd2 growth
O=C(C[C@H]1C[C@@H]2c3cc(NC(=O)NC4CCCC4)ccc3O[C@@H]2[C@@H](CO)O1)NC1CCCCC1	-1.9	-1.5	21.0	-9.5
C[C@@H]1CN([C@@H](C)CO)C(=O)c2cc(NC(=O)C3CC3)ccc2O[C@@H]1CN(C)S(=O)(=O)c1cccs1	-0.6	-12.5	26.2	-43.2
Cc1ccc(S(=O)(=O)N[C@@H]2CC[C@@H](CC(=O)NC3CCCCC3)O[C@@H]2CO)cc1	0.0	-0.4	-61.6	5.3
CC(C)NC(=O)N(C)C[C@@H]1Oc2cc(-c3cccnc3)ccc2S(=O)(=O)N([C@H](C)CO)C[C@H]1C	1.7	0.3	6.3	42.2
O=C(C[C@@H]1C[C@H]2c3cc(NC(=O)C4CCOCC4)ccc3O[C@H]2[C@@H](CO)O1)NCc1ccccn1	-0.7	2.9	33.8	-10.0
CC(C)[C@H](C)NC(=O)N(C)C[C@@H]1OCc2ccccc2-c2c(n(C)c3ccccc23)C(=O)N([C@H](C)CO)C[C@@H]1C	0.0	x	16.0	-57.6
C[C@H]1CN([C@@H](C)CO)C(=O)Cc2cc(NC(=O)CCC(F)(F)F)ccc2O[C@@H]1CN(C)S(=O)(=O)c1cccs1	0.8	6.3	-11.9	-5.0
CCC(=O)N1CCC2(CC1)CN(S(C)(=O)=O)[C@H](CO)c1c2c2ccc(OC)cc2n1C	1.0	-2.0	x	25.7
CC(C)CC#Cc1ccc2c(c1)O[C@@H](CN(C)Cc1cccnc1)[C@H](C)CN([C@@H](C)CO)S2(=O)=O	0.1	-3.1	93.9	x
C[C@H](CO)N1C[C@H](C)[C@@H](CN(C)Cc2ccc(C(=O)O)cc2)Oc2ncc(-c3ccc(C(=O)N(C)C)cc3)cc2C1=O	0.5	-1.7&0.1	5.0&-11.7	7.2&12.0
O=C(C[C@@H]1CC[C@H](NS(=O)(=O)c2ccccc2)[C@H](CO)O1)NCc1ccccc1F	-0.3	-6.8	38.5	-22.4
O=C(Nc1ccc(F)cc1)N1CCCCN2[C@H](CO)[C@H](c3ccc(-c4ccncc4)cc3)[C@H]2C1	-1.9	7.3	87.2	-22.1
CCS(=O)(=O)Nc1ccc2c(c1)C(=O)N(C)C[C@H](OC)[C@@H](C)CN(CCC(F)(F)F)[C@H](C)CO2	9.0	-1.9	x	-73.4
COc1cc(CN2[C@@H]3CNC[C@H]2C3c2ccc(-c3cccnc3)cc2)cc(OC)c1 (stereo partly specified)	1.4	-3.5	x	0.1
COc1ccc(S(=O)(=O)Nc2cccc3c2O[C@@H](CN(C)S(=O)(=O)c2ccccc2)[C@H](C)CN([C@H](C)CO)C3=O)cc1	-0.2	-7.0	53.4	2.8
COc1cccc(NC(=O)C[C@H]2CC[C@H]3[C@H](COc4ccc(NC(=O)C5CC5)cc4C(=O)N3C)O2)c1	2.0	0.4	14.9	3.0
C[C@H](CO)N1C[C@H](C)[C@H](CN(C)C(=O)Nc2ccc3c(c2)OCO3)Oc2ccc(NS(=O)(=O)c3ccc(F)cc3)cc2C1=O	0.7	-1.7	-17.6	5.7
O=C(C1CCCC1)N1[C@H](CO)[C@H]2c3ccccc3N(S(=O)(=O)c3ccccc3)C[C@H]21	-1.9	-4.8	11.9	-20.0

One compound at a time, as listed above. Order of screens: KDM4C inh	C diff HTS	Tcruzi prolif	Pf Dd2 growth
`CC(C)CC#Cc1ccc2c(c1)O[C@@H](CN(C)Cc1cccnc1)[C@H](C)CN([C@@H](C)CO)S2(=O)=O` across the screens: 0.1	-3.1	93.9	x
`C[C@H]1CN([C@@H](C)CO)C(=O)Cc2cc(NC(=O)CCC(F)(F)F)ccc2O[C@@H]1CN(C)S(=O)(=O)c1cccs1` across the screens: 0.8	6.3	-11.9	-5.0
